Mtb UGM inh: blocks M. tuberculosis UGM enzyme. actives 0.06% (n = 320,000). inhibition, % at 10 µM. P9WIQ1. AID 504406. purified UGM, fluorescence polarization probe displacement; in the data active = inhibition above about 10%, passing the limit was not always enough
Target sequence (P9WIQ1 whole entry, looked up): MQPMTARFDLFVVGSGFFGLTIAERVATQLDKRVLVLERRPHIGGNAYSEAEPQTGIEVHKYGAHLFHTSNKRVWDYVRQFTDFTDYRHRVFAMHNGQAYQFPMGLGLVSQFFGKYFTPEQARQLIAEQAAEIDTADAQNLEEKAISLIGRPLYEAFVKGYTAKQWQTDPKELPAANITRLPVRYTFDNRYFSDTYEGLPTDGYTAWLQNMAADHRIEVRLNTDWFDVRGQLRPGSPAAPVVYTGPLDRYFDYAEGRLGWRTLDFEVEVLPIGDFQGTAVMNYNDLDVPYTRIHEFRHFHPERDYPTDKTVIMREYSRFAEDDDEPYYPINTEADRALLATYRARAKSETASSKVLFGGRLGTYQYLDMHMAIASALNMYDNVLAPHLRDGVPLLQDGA
* hit, by the source's call. A portion of the library; the hit share may differ from the screen's.

cpd | structure | Mtb UGM inh
1 | O=[N+]([O-])c1ccc(-n2cccc2/C=N/Nc2nc(N3CCCCC3)nc(N3CCCCC3)n2)cc1 | -0.5
2 | O=C(Nc1nnc(-c2ccccc2Cl)o1)c1ccc(S(=O)(=O)N2CCCCCC2)cc1 | 0.5
3 | Cc1nn(C)cc1CNC(=O)C1C2CCC(C2)C1C(=O)O (centres undefined) | 0.7
4 | O=C(NCC1CCCO1)C(c1ccc(F)cc1)N(CCCN1CCOCC1)C(=O)c1ccc(-c2ccccc2)[nH]1 (centres undefined) | 0.3
5 | CCc1ccc(/C=C2\SC(=S)N(CCC(=O)NC3=NCCS3)C2=O)cc1 | -1.8
6 | O=C1CN(C(=O)COc2cccc(F)c2)c2ccccc2N1 | 0.3
7 | CS(=O)(=O)/C(C#N)=C\c1cnc(S(=O)(=O)c2ccccc2)s1 | -1.5
8 | CCC(=O)c1c(OCc2ccccc2)ccc2c(C)cc(=O)oc12 | 2.1
9 | Cc1ccc(-n2[nH]c(C)c(/C=N/NC(=O)c3cccc([N+](=O)[O-])c3)c2=O)cc1C | -0.8
10 | O=C(COC(=O)c1cn(-c2ccccc2)nc1-c1ccccc1)c1ccc([N+](=O)[O-])cc1 | 0.4
11 | COc1ccc(/C=N/NC(=O)c2cccnc2)cc1Cn1nc([N+](=O)[O-])c(Br)c1C | 0.3
12 | C=CCN(CC=C)Cc1c[nH]c2ccccc12 | 2.2
13 | CC(C)(C)OC(=O)NCCCC1=CC2=CC(=O)C(C)(OC(=O)c3ccc(Cl)nc3)C(=O)C2=CO1 (centres undefined) | 0.8
14 | CC(=O)NCc1ccc(S(=O)(=O)NC2CCN(Cc3ccccc3)CC2)cc1 | 5.0
15 | CCn1cc(C(=O)NCCc2ccc(C)cc2)c(=O)c2cc(S(=O)(=O)N(C)C)ccc21 | -3.9
16 | COc1ccc2c(Cl)c(C(=O)NCC3CCCO3)sc2c1Cl (centres undefined) | 0.8
17 | CN(C)CCCN=Cc1c(O)n(Cc2ccc3c(c2)OCO3)c(=O)c2ccccc12 | -0.8
18 | O=C(OCCN1CCOCC1)C1(c2ccccc2)CCCCC1 | -1.0
19 | Cn1c(=O)c2c(nc(/C=C/c3cccc(Cl)c3)n2C)n(C)c1=O | -1.7
20 | CC(C)CC1NC(=O)c2ccccc2-n2c1nc1ccccc1c2=O (centres undefined) | -1.1
21 | CC(C(=O)Oc1ccc2c(c1)OCO2)N1C(=O)c2ccccc2C1=O (centres undefined) | 1.2
22 | Cc1cc2c(cc1C)-c1nnc(-c3ccc4ccccc4n3)n1C(C)(C)C2 | -1.5
23 | COC(=O)C(C#N)c1nc2ccccc2nc1N1CCN(Cc2ccc3c(c2)OCO3)CC1 (centres undefined) | 0.8
24 | CC(C(=O)N=Nc1c(O)n(C)c2ccc(Br)cc12)n1cnc2ccccc2c1=O (centres undefined) | -1.1
25 | N#Cc1ccc(C23CC4(C2)[C@H](CN(Cc2ccc(C(F)(F)F)cc2)[C@@H]4c2ccccc2)C3c2ccc(C(F)(F)F)cc2)cc1 (some centres undefined) | 2.8
26 | CCC(Sc1nc2ccccc2c2nc3ccccc3n12)C(=O)NCc1ccco1 (centres undefined) | 1.5
27 | COc1ccc(CNC(=O)c2ccc(N3CCC4(CC3)CC(c3ccc(Cl)cc3)=NO4)c(N)c2)cc1 | -2.2
28 | Cc1cc(Cl)ccc1OCc1nc(-c2ccncc2)no1 | 0.1
29 | c1ccc2c3c(ccc2c1)OCC1CONC31 (centres undefined) | -0.6
30 | COCCCn1c(C)cc(C(=O)COC(=O)CCc2nc3ccccc3c(=O)[nH]2)c1C | -2.4

Some of the entries above in a different format:
#24 CC(C(=O)N=Nc1c(O)n(C)c2ccc(Br)cc12)n1cnc2ccccc2c1=O (centres undefined)
  Mtb UGM inh: -1.1
#11 COc1ccc(/C=N/NC(=O)c2cccnc2)cc1Cn1nc([N+](=O)[O-])c(Br)c1C
  Mtb UGM inh: 0.3

Following part:
cpd | structure | Mtb UGM inh
31 | CCOc1ccc(C2C=C(c3ccccc3)Nc3ncnn32)cc1 (centres undefined) | 0.8
32 | COc1ccc(OC)c(N2C(N)=C(C#N)C(c3ccc(OC)c(O)c3)C3=C2CC(C)(C)CC3=O)c1 (centres undefined) | 4.0
33 | NC(=O)[C@@H]1CCCNc2c(I)cc([N+](=O)[O-])cc2C(=O)N[C@@H](CO)C(=O)NCC(=O)N1 | 3.9
34 | CCOC(=O)C1=C(C)N(CCCCCC(=O)O)C(=O)NC1c1ccccc1OC(=O)c1cccs1 (centres undefined) | -2.7
35 | COc1ccc(NC(=S)N(CCN2CCOCC2)Cc2cc3cc4c(cc3[nH]c2=O)OCO4)cc1 | -0.1
36 | COc1ccccc1N/C(N)=N/c1nc(CSc2nc3ccccc3s2)cc(=O)[nH]1 | 1.5
37 | CC(=O)OC[C@H]1O[C@H](C/C=N/OC[C@@H](O)[C@H]2O[C@@H]3OC(C)(C)O[C@@H]3[C@H]2O)C=C[C@@H]1OC(C)=O | -0.6
38 | CC(=O)Nc1ccc(Nc2ncnc3ccccc23)cc1 | -0.1
39 | COc1ccc(Cl)cc1C(=O)Nc1nc2ccc(S(C)(=O)=O)cc2s1 | 2.2
40 | CCC1(C)OCC(Cn2c3ccccc3c3ccccc32)O1 (centres undefined) | 1.0
41 | CCOC(=O)C1=C(COc2ccccc2)NC(=O)NC1c1ccc2ccccc2c1 (centres undefined) | 0.7
42 | COc1cc(CN2CCN(c3cc(C)ccc3C)CC2)cc([N+](=O)[O-])c1O | 1.8
43 | COC(=O)Cn1c(=NC(=O)c2nc3ccccc3s2)sc2cc(S(C)(=O)=O)ccc21 | 0.5
44 | C#CCOCCOCCOCCNc1nc(N2CCN(C(=O)CCCCCCCCCCNC(=O)[C@H]([C@@H](C)CC)n3cc(CCCCN=C(N)N)nn3)CC2)nc(N2CCN(C(=O)CCCCCCCCCCNC(=O)[C@H](CCCN=C(N)N)n3cc(C[C@@H](C)CC)nn3)CC2)n1 | -1.7
45 | C=CCn1c(O)c(N=Nc2ccccc2C)c2ccccc21 | -0.2
46 | Oc1c(C=Nc2cccc3cccnc23)sc2ccccc12 | -0.7
47 | Cc1ccc(NC(=O)OCc2cccs2)cc1 | -0.2
48 | CC1=NN(C(N)=S)C(=O)C1N=Nc1cccc2ccccc12 (centres undefined) | -0.6
49 | COc1cc(/C=C2\SC(=S)NC2=O)ccc1OS(=O)(=O)c1ccccc1 | -0.6
50 | c1ccc(Oc2c3ccccc3nc3ccccc23)cc1 | -0.5
51 | CCCN1C(=O)/C(=C2\SC(=S)N(c3c(C)n(C)n(-c4ccccc4)c3=O)C2=O)c2ccccc21 | -0.5
52 | N#Cc1ccc(COC(=O)c2ccccn2)cc1 | -2.4
53 | Cc1cccc(NC(=O)CSc2nc3[nH]ncc3c(=O)n2-c2ccccc2)c1 | 1.7
54 | O=C1C2N=NN(CC(=O)N3N=C(c4ccccc4)CC3c3ccc([N+](=O)[O-])cc3)C2C(=O)N1c1ccccc1 (centres undefined) | 2.1
55 | O=C1OC2(c3ccccc31)c1cc(I)c(O)c(I)c1Oc1c2cc(I)c(O)c1I | -4.3
56 | Cc1ccc2[nH]c3c(NCc4ccccc4)ncnc3c2c1 | -0.3
57 | COC(=O)c1cccc(C23CC4(C2)[C@H](CN(Cc2ccc(-c5ccccc5)cc2)[C@@H]4c2ccccc2)C3c2ccc(C(F)(F)F)cc2)c1 (some centres undefined) | 0.7
58 | Cc1ccc(-c2ccc(/C=C(\C#N)C(=O)Nc3cc(C)nn3-c3ccccc3)o2)cc1 | 48.2*
59 | Cc1cc(C)c2c(=O)c(/C=C3\NC(=S)NC3=O)coc2c1 | 1.2
60 | C/C(=N\Nc1nc(C(=O)O)cs1)c1ccccc1 | -2.0
61 | CN(CC(=O)N1CCc2[nH]c3ccc(F)cc3c2C1)CC1OCCO1 | 1.5
62 | Brc1ccc(Nc2nc3ccccc3n3nnnc23)cc1 | 1.3
63 | CC1(C)CC(=O)C=C(NCCN2CCNCC2)C1 | 2.5
64 | COc1ccccc1N1C(=O)NC(=O)/C(=C/c2ccc([N+](=O)[O-])s2)C1=O | 2.8
65 | CC(C)OC(=O)CC(=O)c1sc2nc3c(cc2c1N)CN(C)CC3 | 16.0*
66 | O=S(=O)(Nc1ncccn1)c1ccc(NC(=S)Nc2cccc(Cl)c2)cc1 | -0.8
67 | CN(C)c1ccc(/C=N/NC(=O)c2ccc(CN3C(=O)c4cccc5cccc3c45)cc2)cc1 | -2.6
68 | CCCc1[nH]n(-c2ccc([N+](=O)[O-])cc2)c(=O)c1C=NCCN1CCNCC1 | -0.9
69 | CCN(CC)S(=O)(=O)c1ccc(OC)c(NC(=O)C(Cc2ccccc2)N2C(=O)c3ccccc3C2=O)c1 (centres undefined) | 0.2
70 | CC(=O)OC[C@H]1O[C@@H](O/N=C/C[C@@H]2C=C[C@H](OC(C)=O)[C@@H](COC(C)=O)O2)[C@H](OC(C)=O)[C@@H](OC(C)=O)[C@@H]1OC(C)=O | -0.2
71 | Cc1nccn1-c1c2c(c(C#N)c3nc4ccccc4n13)CCC2 | -1.0
72 | O=C(CCl)c1ccc2c(c1)CCN2C(=O)C1CC1 | -0.9
73 | O=C(c1cnn(C(=O)c2ccc(O)cc2)c1)c1ccccc1O | 3.3
74 | O=C(NCCC1=CCCCC1)c1ccc(Cl)cc1 | -0.4
75 | Cc1ccnc(NS(=O)(=O)c2ccc3c(c2)CCO3)c1 | -0.8
76 | Cc1ccc(CN2C(=O)C3CCCN3c3ccc(C#N)cc32)cc1 (centres undefined) | 0.2
77 | Cc1ccc(N(C(=O)CCl)C(C(=O)NC2CCCCC2)c2cccnc2)cc1C (centres undefined) | 0.1
78 | Cc1ccc(C(=O)Nc2cccc(C(=O)O)c2)cc1 | 2.0
79 | O=C(CSc1nc(-c2ccccc2)nc2c1Cc1ccccc1O2)Nc1ccccc1 | -0.9
80 | O=C(Nc1ccc2nc(-c3ccco3)c(-c3ccco3)nc2c1)N1CCCCCC1 | 5.6
81 | O=Cc1ccc(OC(=O)Cc2ccc(F)cc2)cc1 | 1.6
82 | CCCC[C@@H]1C[C@H]1[C@@H](NC(=O)c1ccco1)c1ccccc1C(F)(F)F | -0.3
83 | CC(C)=CCc1c(O)cc(O)c2c(=O)c3c(CC=C(C)C)c(O)ccc3oc12 | -0.2
84 | COc1cccc(-c2nc(Oc3cc(C)cc(C)c3)c3ccccc3n2)c1O | -1.3
85 | COc1ccccc1C(=O)Nc1cc2c(ccc3ccccc32)oc1=O | 0.3
86 | CCc1ccc2[nH]c(=O)c(CN(Cc3ccc4c(c3)OCO4)C(=O)c3ccco3)cc2c1 | -0.6
87 | CCC/C(=N/Nc1ccc(Cl)cc1)c1cnnc(-c2ccccc2)n1 | 1.3
88 | O=C(Nc1ccc2c(c1)OCO2)[C@@H]1[C@@H]2C(=O)N(C3CCCCC3)C(=O)[C@@H]2C2c3ccccc3C=CN21 (some centres undefined) | 0.2
89 | O=C(Nc1nnc(-c2cccnc2)o1)c1cccc([N+](=O)[O-])c1 | 0.6
90 | CCCn1nc(-c2ccccc2)c2nc3ccccc3nc21 | -0.8

Looked up one by one from above:
cpd | structure | Mtb UGM inh
72 | O=C(CCl)c1ccc2c(c1)CCN2C(=O)C1CC1 | -0.9
77 | Cc1ccc(N(C(=O)CCl)C(C(=O)NC2CCCCC2)c2cccnc2)cc1C (centres undefined) | 0.1

Next entries.
cpd | structure | Mtb UGM inh
91 | CC(C)(C)C(=O)NC1CCSC1=O (centres undefined) | 4.1
92 | c1ccc(-c2[nH]c[n+](CC3CO3)c2-c2ccccc2)cc1 (centres undefined) | 0.3
93 | CCOc1ccc2nc(NC(=O)CSc3nc4c(c(=O)n(C)c(=O)n4C)n3CC)sc2c1 | -9.0
94 | O=C1NC(NS(=O)(=O)c2ccc(Cl)cc2)(C(F)(F)F)C(=O)N1CCc1ccccc1 (centres undefined) | -2.2
95 | Cc1ccc2c(=O)n3c(nc2c1)C(Cc1ccccc1)NC(=O)c1ccc(Cl)cc1-3 (centres undefined) | -1.0
96 | CC1=CC(C#N)(C#N)C(C#N)(C#N)C(c2ccccc2)N1 (centres undefined) | -1.5
97 | O=C1Nc2ccc(Cl)cc2[C@@](C#CC2CC2)(C(F)(F)F)O1 | -0.5
98 | C=CC[C@@H]1C=C(C)C[C@H](C)C[C@H](OC)[C@H]2O[C@@](O)(C(=O)C(=O)N3CCCC[C@H]3C(=O)O[C@H](/C(C)=C/[C@@H]3CC[C@@H](O)[C@H](OC)C3)[C@H](C)[C@@H](O)CC1=O)[C@H](C)C[C@@H]2OC | -0.2
99 | CC(C)[C@]1(c2ccc(Cl)cc2)ON(c2ccccc2C(F)(F)F)C1=O | 2.9
100 | Cn1c(SCC(=O)NNC(=O)Nc2ccc(Cl)cc2)nnc1-c1ccccc1 | -1.3
101 | O=C(NCc1ccccn1)c1ccc2nc(-c3ccco3)c(-c3ccco3)nc2c1 | -1.3
102 | Clc1cccc(Cl)c1CNc1ccc(N2CCCC2)cc1 | -4.6
103 | CCNc1ccccc1CP(=O)(c1ccccc1)c1ccccc1O (centres undefined) | 5.5
104 | CCOCC(=O)Nc1c(C)n(C)n(-c2ccccc2)c1=O | -1.6
105 | O=S1(=O)c2ccccc2N=NN1Cc1cc(Cl)cc(Cl)c1 | 0.7
106 | CC(C)=CCC12Oc3cc(O)ccc3C1(O)Oc1cc3c(c(O)c1C2=O)C=CC(C)(C)O3 (centres undefined) | 1.9
107 | C/C(=N\n1nnnc1Nc1ccccc1)c1ccc(N)cc1 | 1.7
108 | Cc1sc2c(c1C)CN(C1CC(C)(C)NC(C)(C)C1)CN2C(=O)c1ccco1 | 2.2
109 | Cn1c(SCC(=O)Nc2ccc3nc(SCC(=O)N4CCCC4)sc3c2)nnc1-c1ccccc1 | 1.4
110 | CCOC(=O)c1cc(COc2cc(Cl)cc(Cl)c2)on1 | 1.9
111 | Cn1c(-c2ccc(F)cc2)cc2onc(-c3c(F)cccc3Cl)c2c1=O | 1.8
112 | CCOc1cccc2cc(-c3csc(NC(=O)CCC(=O)NCCCN4CCC(C)CC4)n3)c(=O)oc12 | 1.0
113 | Cc1ccc(Nc2nc(-c3sc(NC(=O)c4cccc(Cl)c4)nc3C)cs2)cc1 | 0.3
114 | COC(=O)c1ccc(C(=O)Nc2nnc(-c3cccnc3)o2)cc1 | 0.6
115 | COc1cccc(N(C(=O)C2COc3ccccc3O2)C(C(=O)NC2CCCCC2)c2ccc(O)cc2)c1 (centres undefined) | 0.3
116 | COCCCNC(=O)Cn1nnc(-c2ccc(NC(=O)c3cccnc3)cc2)n1 | -1.4
117 | OCc1ccccc1N=c1ssnc1Cl | 1.2

Compound activity deposited in PubChem BioAssay by Broad Institute.
